RGS4 inh – inhibitors of human regulator of G protein signaling 4; P49798; Transcreener GDP fluorescence polarization, RGS4-accelerated GTP hydrolysis; Potency, µM (highest dose often 114 µM), inactives show at the highest dose activity change, negative = inhibition, actives largely listed as inhibitors; hit rate 0.039% among 390,000; further: on the % scale 0 is the no-effect control and ±100 the full control effect; nearly all actives have a fitted effect of over 75% in size; some results filed as inactive show a strong effect at the top dose
Target sequence (P49798 whole entry, looked up): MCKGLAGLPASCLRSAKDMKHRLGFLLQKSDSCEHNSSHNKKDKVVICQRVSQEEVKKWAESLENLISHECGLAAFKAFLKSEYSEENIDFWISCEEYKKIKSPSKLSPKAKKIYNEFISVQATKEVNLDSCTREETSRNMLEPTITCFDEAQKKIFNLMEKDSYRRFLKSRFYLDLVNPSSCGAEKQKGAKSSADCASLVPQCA
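MLSMR compounds (23 nl, pin-transferred) preincubated 10 min at room temperature with a 500nM (2x) first reagent, then RGS4 at 900nM (2x) plus Transcreener GDP mix added; fluorescence polarization (620/688 nm) read before and after 90 min at 30 °C.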
TrxR1 inh – blocks rat thioredoxin reductase 1; hit rate 1% among 390,000; Potency, µM (titrated, usually from 114 µM), for the others: at the highest dose activity change, negative = inhibition, actives largely listed as inhibitors; O89049; recombinant rTrxR1, NADPH fluorescence consumption, selenite substrate; AID 588453; further: on the % scale 0 is the no-effect control and ±100 the full control effect; nearly all actives have a fitted effect of over 65% in size
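Rat TrxR1 (90 nM in the dispensed reagent) was pre-reduced with 400 uM NADPH for 5 min at room temperature, then incubated with compound for 15 min. After 400 uM selenite was added, NADPH fluorescence (Ex 340/Em 450 nm) was followed for 8 min.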
JMJD2A Tudor – JMJD2A Tudor domain (human) inhibition; O75164; AlphaScreen JMJD2A-Tudor / H3K4me3 peptide binding; Potency, µM (series often up to 114 µM), inactives show at the top dose activity change, negative = inhibition, most hits filed as inhibitors; hit rate 4.4% among 390,000; AID 504339; further: on the % scale 0 is the no-effect control and ±100 the full control effect; nearly all actives have a fitted effect of over 50% in size
ALOX12 inh – blocks human arachidonate 12S-lipoxygenase | P18054 | purified 12hLO, xylenol orange hydroperoxide absorbance | Potency, µM (top dose mostly 108 µM), for the others: top-dose activity change, negative = inhibition, usual class: inhibitors | hit rate 1.1% among 580,000; further: on the % scale 0 is the no-effect control and ±100 the full control effect
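Purified human 12hLO (150 nM final) in 25 mM Hepes, 0.01% Triton X-100, pH 7.0 was preincubated 15 min at room temperature with compound. Then 40 uM arachidonic acid was added, 30 min. Hydroperoxide was read by Fe-XO absorbance ratio 573/405 nm.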
Tb PGK inh – blocks T. brucei phosphoglycerate kinase; P07378; PGK/GAPDH coupled, Kinase-Glo luminescence, 60 min; Potency, µM (titrated, usually from 57.5 µM), inactives show top-dose activity change, negative = inhibition, most hits filed as inhibitors; hit rate 0.043% among 380,000; further: on the % scale 0 is the no-effect control and ±100 the full control effect; nearly all actives have a fitted effect of over 60% in size
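Luminescent ATP detection (Kinase-Glo Plus) follows a 60-minute room-temperature incubation, with wells lacking PGK as controls. Buffer: 100 mM TEA (pH 7.6), 5 mM MgCl2, 0.01% Tween-20. Coupling enzyme GAPDH (100 nM final) supplies unstable 1,3-BPG in-well.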
HP1b chromo inh – HP1-beta chromodomain-methylated histone interaction inhibition. P83916. AlphaScreen HP1-beta / biotin-H3K9me3 peptide binding. Potency, µM (titrated, usually from 114 µM), inactives show at the top dose activity change, negative = inhibition, usual class: inhibitors. hit rate 0.56% among 390,000. AID 540317; further: nearly all actives have a fitted effect of over 70% in size; inactives centre near 23
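Compound inhibition of the preformed complex between 50 nM HP1-beta and 50 nM biotinylated H3K9me3 peptide was read by AlphaScreen. Buffer was PBS pH 7.4 with 0.01% Tween-20. Incubations ran 30 min at room temperature, with 10 ug/mL donor/acceptor beads.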
GLS inh – inhibitors of human glutaminase (GLS). Potency, µM (titrated, usually from 45.5 µM), for the others: top-dose activity change, negative = inhibition, usual class: inhibitors. O94925. AID 624170. GLS enzymatic activity, qHTS titration. hit rate 0.21% among 410,000; further: on the % scale 0 is the no-effect control and ±100 the full control effect
Target sequence (O94925 whole entry, looked up): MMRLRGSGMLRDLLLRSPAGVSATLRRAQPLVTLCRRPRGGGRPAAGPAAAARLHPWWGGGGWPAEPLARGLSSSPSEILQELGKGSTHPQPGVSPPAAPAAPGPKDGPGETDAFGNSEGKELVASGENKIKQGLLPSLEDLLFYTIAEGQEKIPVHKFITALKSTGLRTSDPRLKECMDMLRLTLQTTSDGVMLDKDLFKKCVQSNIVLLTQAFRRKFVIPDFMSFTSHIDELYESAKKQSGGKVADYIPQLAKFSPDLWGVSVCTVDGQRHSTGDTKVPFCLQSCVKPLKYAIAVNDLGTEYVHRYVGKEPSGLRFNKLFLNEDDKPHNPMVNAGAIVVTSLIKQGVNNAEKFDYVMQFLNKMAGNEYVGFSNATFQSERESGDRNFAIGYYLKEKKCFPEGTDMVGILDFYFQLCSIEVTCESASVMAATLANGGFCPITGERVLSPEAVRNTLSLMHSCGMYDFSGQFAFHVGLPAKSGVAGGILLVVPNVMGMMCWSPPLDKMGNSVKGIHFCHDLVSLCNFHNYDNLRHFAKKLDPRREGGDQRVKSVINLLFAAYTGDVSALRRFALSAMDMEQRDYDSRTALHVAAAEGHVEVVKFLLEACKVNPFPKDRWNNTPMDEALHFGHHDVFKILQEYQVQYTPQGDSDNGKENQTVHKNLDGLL
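hKGA in 45 mM KH2PO4 pH 8.2, 0.02% Tween-20 with pin-transferred compounds; 1 mM L-glutamine (stock) plus glutamate oxidase/HRP/Amplex Red coupling added. Fluorescence read initially and after 30 min at RT.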
Pin1 inh – blocks the human prolyl isomerase Pin1; Q13526; Pin1 FP peptide displacement, HiFluor488, 10 min; Potency, µM (titrated, usually from 115 µM), inactives show at the top dose activity, negative = inhibition, most hits filed as inhibitors; hit rate 0.009% among 390,000; AID 504891; active means well fitted inhibition curve with a large enough effect in the polarisation, with a control signal flat, not every such curve was filed as active; inconclusive means small, poorly fitted or top-dose-only effect, or effect the other way, or a change in a side signal; inactive means no such curve, though single readings can be large or run the other way; the % refers to the polarisation; further: on the % scale 0 is the no-effect control and ±100 the full control effect
Target sequence (Q13526 whole entry, looked up): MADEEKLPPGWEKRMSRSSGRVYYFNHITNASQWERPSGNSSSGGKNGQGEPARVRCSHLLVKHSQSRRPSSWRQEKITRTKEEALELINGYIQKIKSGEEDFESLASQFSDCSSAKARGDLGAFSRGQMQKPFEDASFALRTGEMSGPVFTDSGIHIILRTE
ERG Ets-DNA blk – ERG Ets/DNA interaction inhibition | hit rate 0.028% among 370,000 | Potency, µM (series often up to 76.9 µM), inactives show at the highest dose FP activity, negative = inhibition, actives largely listed as inhibitors | P11308 | fluorescence polarization, His-ERG Ets domain / labelled DNA | AID 624246; active means well fitted inhibition curve with a large enough effect in the polarisation, with a control signal flat; inconclusive means small, poorly fitted or top-dose-only effect, or effect the other way, or a change in a side signal; inactive means no such curve, though single readings can be large or run the other way; the % refers to the polarisation;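 further: polarization taken with two DNA probes labelled with fluorescein and Texas red; % of control where 0% means no effect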
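His-tagged ERG Ets domain (1 uM in the protein solution; 300mM KCl, 50mM Tris-HCl, 1mM EDTA, 1mM DTT, pH 7.5) received compound, then a probe mix of 5 nM fluorescein-DNA and 100nM Texas-615-DNA. Fluorescence polarization was read for both dyes.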
* = called active by the depositor; i = inactive; ? = inconclusive; nt = not tested or not shown; [ ] = another dose, or the depositor's remark. Unless noted, the call rests on the fitted dose curve; in most records, active means well fitted curve in the direction sought with a large enough effect; inconclusive means small, poorly fitted or top-dose-only effect, or another doubt; inactive means no such curve, though single readings can be large; an effect the other way counts as inactive or inconclusive. Potency means the concentration at half of the fitted maximal effect. The list is partial, so the mix of outcomes need not match the whole.

Below each SMILES – RGS4 inh	TrxR1 inh	JMJD2A Tudor	ALOX12 inh	Tb PGK inh	HP1b chromo inh	GLS inh	Pin1 inh	ERG Ets-DNA blk
Cn1c(NNC(=O)c2ccccc2F)cc(=O)n(C)c1=O
→ -9%	-13%	4%	20%	0%	27%	6%	-14%	-10%
CCOC(=O)CCC(=O)Nc1ccc(S(=O)(=O)N2CCCCC2)cc1
→ -8%	30%[57.1 µM]	-3%	-4%	-9%	24%	-16%	-3%	-3%
CC(=O)Nc1ccc(CCc2nc3ccccc3[nH]2)cc1
→ 4%	-5%[57.1 µM]	-9%	3%	-4%	45%[activator]	-6%	8%	18%
CC(=O)c1cccc(S(=O)(=O)N2CCC(C(=O)O)CC2)c1
→ -30%	-24%	-11%	-2%	8%	29%	-3%	-4%	-3%
O=C(c1cccc(NS(=O)(=O)c2cccc(F)c2)c1)N1CCN(c2ccccc2)CC1
→ -12%	-2%[57.1 µM]	-15%	-19%	-2%	14%	-5%	-10%	17%
CC(C)N1CC(COc2ccc(Br)cc2)OC1=O (configuration not stated)
→ 11%	-3%	-4%	67%[activator]	3%	35%	7%	-8%	1%
C=CCSc1nc2sc(-c3ccccc3)cc2c(=O)n1N
→ -18%	35%[57.1 µM]	-3%	425%[activator]	-7%	25%	-2%	4%	-6%
CN1c2ccccc2C(C)(C)C12C=Nc1c(cc(N3CCOCC3)c3ccccc13)O2 (configuration not stated)
→ -15%	7%	?	?	-3%	-15%	-13%	20%	10%
c1ccc(CN2CCN(C(c3ccccc3)c3nnnn3Cc3ccccc3)CC2)cc1 (configuration not stated)
→ -7%	18%[11.4 µM]	-31%	0%	-7%	-5%	1%	-3%	-3%
COc1ccc(-c2[nH]ncc2CN2CCC(c3ccncc3)CC2)cc1F
→ 18%	1%	-30%	28%	-6%	11%	-3%	2%	-1%
Cc1cccc(NC(=O)CN(CC2CCCO2)C(=O)c2cc(S(=O)(=O)N(C)C)ccc2F)c1C (configuration not stated)
→ 1%	18%[57.1 µM]	-4%	-1%	-6%	14%	-16%	2%	-3%
O=C(O)c1oc2ccccc2c1CSc1ccc(Cl)cc1
→ 15%	-7%	-18%	-10%	0%	-21%	0%	-9%	2%
C#CCCOC(=O)N1C2=NC(C(=O)OC)=C(C(=O)OC)[C@@H]3Nc4ccccc4[C@]23C[C@H]1C(=O)OC
→ 35%	24%	-9%	-9%	1%	49%[activator]	-1%	4%	-6%
COc1ccc(N2C(=O)CC2(C#N)c2ccc(OCc3ccccc3)cc2)cc1 (configuration not stated)
→ -13%	4%	1%	14%	i	21%	3%	2%	nt
COc1ccc(N2CCN(C(=O)COC(=O)COc3ccc(C#N)cc3)CC2)cc1
→ 2%	-2%	-16%	-7%	9%	27%	-3%	-5%	-7%
O=C(c1cnn(-c2ccc(F)cc2)c1-n1cccc1)N1CCN(c2ccc(F)cc2)CC1
→ 3%	20%	?	-7%	1%	12%	4%	0%	2%
Cc1ccc(-c2noc(CCC(=O)N3CCCC3)n2)cc1
→ -20%	23%[57.1 µM]	3%	93%[activator]	-7%	30%	-5%	-3%	4%
CCOC(=O)c1cnc(SC)nc1Sc1ccccc1
→ 2%	11%[57.1 µM]	242%[activator]	0%	0%	188%[activator]	0%	?	11%
COc1ccc(OCCC(=O)OCC(=O)NC2CCCCC2)cc1
→ -9%	18%[57.1 µM]	-2%	32%	6%	29%	1%	-3%	10%
C=C(C)COc1ccc(-c2[nH]ncc2Oc2ccccc2OC)c(O)c1
→ -14%	1%	-22%	12%	i	39%	-2%	12%	nt
O=C(CSc1n[nH]c(-c2ccccc2)n1)NC1CCCCC1
→ 6%	3%	-23%	-6%	-3%	5%	-2%	-4%	15%
Cc1ccc(NC(=O)c2c(-c3c(F)cccc3Cl)noc2C)cc1F
→ 0%	15%[57.1 µM]	10%	0%	1%	64%[activator]	8%	-7%	-17%
Fc1ccc(-n2nc(-c3ccccc3)c3cnc4ccccc4c32)cc1Cl
→ -19%	15%	-17%	-11%	i	61%[activator]	-5%	10%	0%
C=CCc1cccc2cc(C(=O)N3CCN(C(=O)c4ccccc4)CC3)c(=O)oc12
→ -38%	11%[57.1 µM]	-15%	?	-11%	27%	-5%	1%	-4%
COc1ccc(S(=O)(=O)N2CCCC(C(=O)NC3CC3)C2)cc1Cl (configuration not stated)
→ -16%	17%	-7%	-5%	0%	4%	2%	0%	-3%
Cc1cc(N2CCN(c3cccc(C(F)(F)F)c3)CC2)n2ncnc2n1
→ -21%	12%[57.1 µM]	0%	0%	-5%	11%	3%	-1%	-5%
O=C(c1ccc(Cl)c(Cl)c1)N1CCN(c2ccccn2)CC1
→ 17%	15%[57.1 µM]	-1%	3%	7%	38%[activator]	4%	?	-4%
COc1ccc2[nH]c(=O)c(CN(Cc3cccnc3)S(=O)(=O)c3ccccc3F)cc2c1
→ 1%	-8%	-7%	-19%	7%	4%	13%	-1%	-4%
Cc1ccc(NC(=O)CS(=O)CC(=O)Nc2ccccc2-c2ccc(C)o2)cc1 (configuration not stated)
→ ?	?	-23%	?	0%	26%	0%	-22%	?
Cc1ccc(S(=O)(=O)/N=S(\C)CC2CC2(Cl)Cl)cc1 (configuration not stated)
→ -4%	9%	-12%	2%	i	15%	-14%	-5%	6%
CCOc1cc(CNCC(C)C)c(Cl)cc1OCC(=O)Nc1ccccc1
→ -12%	-2%	-6%	-6%	-10%	42%[activator]	-6%	-4%	12%
CCc1nnc(NC(=O)CSc2nnc3c4ccccc4n(C)c3n2)s1
→ -9%	1%	4%	-8%	-1%	20%	7%	7%	-2%
O=C(NCCCn1ccnc1)c1ccc(Cl)c(Cl)c1
→ -28%	10%[57.1 µM]	-12%	7%	i	59%[activator]	-2%	-3%	-20%
O=C(Cc1cccs1)NCCc1ccc(Cl)cc1
→ -18%	7%	9%	0%	1%	34%	5%	2%	3%
Cc1ccc(NC(=O)N2CCCC2C(=O)Nc2nnc(C(C)C)s2)cc1 (configuration not stated)
→ 7%	-2%[57.1 µM]	-4%	2%	13%	61%[activator]	-6%	-1%	-4%
CC(=O)NC1(C(=O)O)CCCC1
→ -46%	12%	-14%	8%	-8%	50%[activator]	16%	-9%	7%
CCOC(=O)N/N=C(/C)c1cccc(-n2cnnn2)c1
→ -49%	22%[57.1 µM]	-12%[57.1 µM]	-7%	i	33%	1%	-2%	4%
O=C(CN(c1cccc(C(F)(F)F)c1)S(=O)(=O)c1ccccc1)Nc1cccc(Cl)c1
→ -5%	14%[57.1 µM]	3%	-17%	i	59%[activator]	2%	-1%	-6%
CC(C)NS(=O)(=O)c1ccc(OCC(=O)NCc2ccccc2)cc1
→ -15%	10%[57.1 µM]	-12%	0%	-9%	12%	5%	-1%	0%
CC(=O)Nc1ccc(C=NN=C2c3ccccc3-c3ccccc32)cc1
→ ?	-25%[11.4 µM]	?	-13%	0%	-13%	1%	1%	14%

Results in Pin1 inh and ALOX12 inh (two entries from above):
compound | Pin1 inh | ALOX12 inh
Cc1ccc(NC(=O)N2CCCC2C(=O)Nc2nnc(C(C)C)s2)cc1 (configuration not stated) | -1% | 2%
CC(=O)NC1(C(=O)O)CCCC1 | -9% | 8%

Next results follow:
Below each SMILES – RGS4 inh	TrxR1 inh	JMJD2A Tudor	ALOX12 inh	Tb PGK inh	HP1b chromo inh	GLS inh	Pin1 inh	ERG Ets-DNA blk
Cc1nn(Cc2ccccc2)c2c1C(c1cccc(Cl)c1)C(C#N)=C(N)O2 (configuration not stated)
→ -16%	?	?	?	0%	-21%	23%	2%	-2%
CC(=O)Nc1ccc(C(=O)N(C)C(C(=O)Nc2ccccc2)c2ccccn2)cc1 (configuration not stated)
→ 2%	1%	-2%	-8%	i	17%	0%	3%	13%
O=C(c1ccccc1)N1CCN(Cc2cccc(Oc3ccccc3)c2)CC1
→ 2%[11.4 µM]	-13%	40µM*	-23%	-6%	-11%	21%	-1%	3%
Cc1ccccc1N1CCN(C(=O)c2ccccc2NC(=O)c2ccccc2C(=O)O)CC1
→ ?	5%[57.1 µM]	-22%[11.4 µM]	-4%	2%	?	0%	2%	-4%
Cc1ccccc1N1CCN(CCC(=O)Nc2ccc(F)cc2)CC1
→ 2%	14%	3%	18µM*	10%	33%	8%	9%	3%
CCc1nnc(NC(=O)c2cc(-c3cccnc3)nc3ccccc23)s1
→ -15%	-10%	-19%	-7%	0%	48%	-3%	0%	-5%
O=C(NCc1cccnc1)c1cccn1-c1ncc(C(F)(F)F)cc1Cl
→ ?	19%[57.1 µM]	?	-1%	-7%	-19%	1%	-7%	-8%
CC(=O)c1ccc(NC(=S)N2CCCC(CO)C2)cc1 (configuration not stated)
→ -23%	0%[57.1 µM]	3%	3%	-11%	23%	15%	-1%	4%
CCOC(=O)c1c(C)[nH]c(C)c1C(=O)COC(=O)Cc1n[nH]c(=O)c2ccccc12
→ 7%	1%	-9%	?	i	34%	-17%	31%[activator]	12%
Cc1nn(CC(=O)Nc2ccccn2)c(=O)c2ccccc12
→ 10%[11.4 µM]	-2%	-15%[11.4 µM]	5%	-9%	44%[activator]	-17%	4%	-4%
CCOC(=O)C1=C(C(F)(F)F)Nc2ncnn2C1c1ccc(OC)cc1OC (configuration not stated)
→ 14%	?	5%[57.1 µM]	-12%	-3%	41%[activator]	20%	1%	8%

Screening data deposited in PubChem BioAssay by National Center for Advancing Translational Sciences (NCATS).
